KOR beta-arrestin-1: KOR antagonists, beta-arrestin recruitment, cell-based, luminescence, uHTS (AID 1778); KOR beta-arrestin recruitment, luminescence, antagonist mode; higher % means a stronger effect; inhibition, % at 10 µM, or IC50 in µM where a hit was titrated; 0.091% of 290,000 active; note: strong numbers were not always called active
NOD1 NF-kB reporter: NOD1 signaling inhibitors, primary screen, cell-based, luminescence, uHTS (AID 1578); NOD1-driven NF-kB luciferase reporter cells, luminescence; higher % means a stronger effect; one-dose inhibition, % at 4 µM; EC50 in µM for titrated hits; 1% of 290,000 active; in the data active = inhibition mostly above about 36%, no sharp cut-off; inactive = mostly below about 34%;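 note: HEK-293T reporter cells stimulated with the NOD1 agonist gamma-tri-DAP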
GPR55 activation: GPR55 agonists via beta-arrestin recruitment, primary screen, imaging, U2OS cells, beta-arrestin-GFP redistribution (AID 1961); 0.048% of 290,000 active; U2OS GPR55 beta-arrestin-GFP redistribution imaging; higher % means a stronger effect; activation, % at 10 µM; hits with a dose series show EC50 in µM;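 active = activation above 40% with more than 50 cells counted in the well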;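 note: U2OS osteosarcoma cells stably expressing GPR55 and beta-arrestin-GFP; plate controls were DMSO negative control for no effect and LPI positive control for full effect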
KOR beta-arrestin-2: KOR agonists, beta-arrestin recruitment, primary screen, cell-based, luminescence, uHTS (AID 1777) | KOR beta-arrestin recruitment, luminescence; higher % means a stronger effect | activation, % at 10 µM, or EC50 in µM where a hit was titrated | 0.02% of 280,000 active; in the data active = activation above about 50%, passing the limit was not always enough; note: a part of the inactive calls stands beside numbers as strong as those of hits
HIV fusion peptide: cell-free HIV fusion peptide-binding blockers – biochemical, uHTS, fluorescence dequenching, primary screen (AID 1986). cell-free peptide binding, fluorescence dequenching, 30 min; higher % means a stronger effect. one-dose inhibition, % at 20 µM; IC50 in µM for titrated hits. 0.3% of 290,000 active; in the data active = inhibition mostly above about 52%, no sharp cut-off; inactive = mostly below about 76%; note: some results filed as inactive read as strong as hits
SV40 large T antigen: SV40 large T antigen inhibitors, biochemical (AID 1903); SV40 large T antigen ATPase/helicase inhibition assay; higher % means a stronger effect; one-dose inhibition, % at 20 µM; IC50 in µM for titrated hits; 0.39% of 310,000 active; in the data active = a potency from the dose series; note: strong numbers were not always called active
GPR55 antagonists: GPR55 antagonists blocking LPI-driven arrestin recruitment, primary screen, imaging, U2OS, beta-arrestin-GFP, LPI agonist (AID 2013); U2OS GPR55 beta-arrestin-GFP translocation imaging, LPI antagonism; higher % means a stronger effect; inhibition, % at 10 µM, or IC50 in µM where a hit was titrated; 0.13% of 290,000 active;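 active = spots per cell inhibited over 60%, with over 100 cells counted and total cytoplasm intensity under 500,000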;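 note: U2OS cells stably carrying GPR55 and arrestin-GFP stimulated by 5 µM LPI near EC80; imaged beta-arrestin-GFP aggregate spots per cell after agonist stimulation; plate controls were LPI-stimulated DMSO wells for no effect and DMSO wells without LPI for full effect; some results filed as inactive read as strong as hits; confirmed hits need IC50 under 10 µM and bright autofluorescent wells are also inconclusive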
NOD2 inhibition: NOD2 signaling inhibitors, cell-based, luminescence, uHTS, HEK293 (AID 1566) | HEK293 NOD2/NF-kB luciferase reporter, luminescence; higher % means a stronger effect | one-dose inhibition, % at 4 µM; EC50 in µM for titrated hits | 0.63% of 290,000 active; note: many of its hits are not listed in these tables
MgcRacGAP inhibition: MgcRacGAP GTPase-activating activity inhibitors, confirmation, biochemical, ADP Hunter fluorescence; MgcRacGAP-stimulated Rac1 GTP hydrolysis, ADP Hunter fluorescence; higher % means a stronger effect; GST-tagged Rac1 F28L mutant substrate; one-dose inhibition, % at 30 µM; IC50 in µM for titrated hits; 0.6% of 340,000 active; AID 624330;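 active = first-screen hits whose inhibition reached a set limit at any dose in the follow-up dose series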;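 note: fluorescence reports GDP produced by GAP-driven GTP hydrolysis; strong numbers were not always called active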
Numbers without * were called inactive; [ ] = remark or other dose. Cut-off read from the data, not from the text of the source, unless noted: active = inhibition above about 50%; inactive = the rest. Only part of the results is shown (hit frequency here may not be typical).

Results for COc1ccccc1NC(=O)CSC1CC(=O)N(c2ccc3c(c2)OCO3)C1=O (configuration not stated) ?
KOR beta-arrestin-1: -64%; NOD1 NF-kB reporter: 6%; GPR55 activation: 0.0%; KOR beta-arrestin-2: 1.7%; HIV fusion peptide: 0.0%; SV40 large T antigen: 0%; GPR55 antagonists: 1%; NOD2 inhibition: 1%; MgcRacGAP inhibition: -2%

What do the screens show for `C/C(CCc1ccccc1)=N\NC(=O)C(=O)Nc1cccc(Cl)c1`?
KOR beta-arrestin-1: 8%; NOD1 NF-kB reporter: -27%; GPR55 activation: 1.1%; KOR beta-arrestin-2: 0.1%; HIV fusion peptide: 1.9%; SV40 large T antigen: 10%; GPR55 antagonists: 2%; NOD2 inhibition: -6%; MgcRacGAP inhibition: 6%

Results for O=C(N/N=C/c1sc(N2CCOCC2)nc1-c1ccccc1)c1ccccc1F ?
KOR beta-arrestin-1: -13%; NOD1 NF-kB reporter: -3%; GPR55 activation: -0.1%; KOR beta-arrestin-2: 2.0%; HIV fusion peptide: -3.6%; SV40 large T antigen: 13%; GPR55 antagonists: 5%; NOD2 inhibition: 14%

What do the screens show for `Clc1ccccc1CSc1nncn1-c1cccnc1`?
KOR beta-arrestin-1: 10%[20 µM]; NOD1 NF-kB reporter: -20%; GPR55 activation: 0.2%; KOR beta-arrestin-2: -6.7%; HIV fusion peptide: -0.7%; SV40 large T antigen: 6%; GPR55 antagonists: 0%; NOD2 inhibition: 8%

How did Nc1nc(CCOc2ccc(F)cc2)cs1 do in these assays?
KOR beta-arrestin-1: -6%; NOD1 NF-kB reporter: -40%; GPR55 activation: -0.3%; KOR beta-arrestin-2: -5.2%; HIV fusion peptide: 0.2%; SV40 large T antigen: 10%; GPR55 antagonists: 11%; NOD2 inhibition: -76%; MgcRacGAP inhibition: 7%

Results for N#Cc1ccccc1OCC(=O)N1CCc2ccccc2C1 ?
KOR beta-arrestin-1: 15%; NOD1 NF-kB reporter: -52%; GPR55 activation: 0.1%; KOR beta-arrestin-2: -5.1%; HIV fusion peptide: 0.8%; SV40 large T antigen: 6%; GPR55 antagonists: 1%; NOD2 inhibition: -19%; MgcRacGAP inhibition: 1%

What do the screens show for `CCCc1cc(=O)[nH]c(SCC(=O)Nc2nc(-c3ccccc3)cs2)n1`?
KOR beta-arrestin-1: -39%; NOD1 NF-kB reporter: 39%; GPR55 activation: -0.2%; KOR beta-arrestin-2: 1.5%; HIV fusion peptide: 1.0%; SV40 large T antigen: 11%; GPR55 antagonists: 8%; NOD2 inhibition: 10%; MgcRacGAP inhibition: 3%

Results for O=C1Nc2ccc([N+](=O)[O-])cc2C1(O)N1CCCCC1 (configuration not stated) ?
KOR beta-arrestin-1: 22%; NOD1 NF-kB reporter: -10%; GPR55 activation: 0.3%; KOR beta-arrestin-2: 4.2%; HIV fusion peptide: 2.5%; SV40 large T antigen: 6%; GPR55 antagonists: 10%; NOD2 inhibition: 11%; MgcRacGAP inhibition: 2%

Results for Cc1ccc(S(=O)(=O)c2nc(NCCCn3ccnc3)sc2Cl)cc1 ?
KOR beta-arrestin-1: 19%; NOD1 NF-kB reporter: -4%; GPR55 activation: 0.1%; KOR beta-arrestin-2: -3.6%; HIV fusion peptide: -1.1%; SV40 large T antigen: -2%; GPR55 antagonists: 8%; NOD2 inhibition: 19%; MgcRacGAP inhibition: 13%

What do the screens show for `CN1C(=O)c2cccc(NCCCCCCN3C(=O)c4ccccc4C3=O)c2C1=O`?
KOR beta-arrestin-1: -22%; NOD1 NF-kB reporter: 11%; GPR55 activation: -0.1%; KOR beta-arrestin-2: -0.7%; HIV fusion peptide: 2.8%; SV40 large T antigen: 2%; GPR55 antagonists: 4%; NOD2 inhibition: 19%; MgcRacGAP inhibition: 6%

Results for CN(C)CCCNc1cn[nH]c(=O)c1Cl ?
KOR beta-arrestin-1: 1%; NOD1 NF-kB reporter: 16%; GPR55 activation: -0.2%; KOR beta-arrestin-2: 1.5%; HIV fusion peptide: 1.8%; SV40 large T antigen: 3%; GPR55 antagonists: 5%; NOD2 inhibition: 24%; MgcRacGAP inhibition: -4%

Results for CCc1nn(CC(=O)NCCCN2CCN(CC)CC2)c(=O)c2cc3occc3n12 ?
KOR beta-arrestin-1: 3%; NOD1 NF-kB reporter: -24%; GPR55 activation: -0.1%; KOR beta-arrestin-2: -0.6%; HIV fusion peptide: 1.5%; SV40 large T antigen: 11%; GPR55 antagonists: 0%; NOD2 inhibition: 12%; MgcRacGAP inhibition: 11%

Results for CCOC(=O)c1cccc(NC(=O)c2ccc(N(C)C)cc2)c1 ?
KOR beta-arrestin-1: -26%; NOD1 NF-kB reporter: 64%; GPR55 activation: -0.2%; KOR beta-arrestin-2: 1.1%; HIV fusion peptide: -2.4%; SV40 large T antigen: 7%; GPR55 antagonists: -5%; NOD2 inhibition: -51%; MgcRacGAP inhibition: 9%

How did CCn1c(CNS(=O)(=O)c2ccc(Br)cc2)nnc1SC do in these assays?
KOR beta-arrestin-1: 0%; NOD1 NF-kB reporter: 1%; GPR55 activation: -0.1%; KOR beta-arrestin-2: 3.8%; HIV fusion peptide: -1.3%; SV40 large T antigen: 17%; GPR55 antagonists: 16%; NOD2 inhibition: 14%; MgcRacGAP inhibition: 4%

How did CCOC(=O)CSc1nc2sc3c(c2c(=O)[nH]1)CCCC3 do in these assays?
KOR beta-arrestin-1: 5%; NOD1 NF-kB reporter: -1%; GPR55 activation: 0.1%; HIV fusion peptide: 0.7%; SV40 large T antigen: 1%; GPR55 antagonists: 0%; NOD2 inhibition: 9%; MgcRacGAP inhibition: 11%

Results for CC(=O)c1c(N2CCN(Cc3ccccc3)CC2)nc(=S)n(Cc2ccccc2)c1C ?
NOD1 NF-kB reporter: 0%; GPR55 activation: 0.2%; KOR beta-arrestin-2: 4.7%; HIV fusion peptide: 15%; SV40 large T antigen: 4%; GPR55 antagonists: 14%; NOD2 inhibition: 20%; MgcRacGAP inhibition: 1%

How did CCOC(=O)N1CCN(C2=C(NS(=O)(=O)c3ccccc3)C(=O)c3ccccc3C2=O)CC1 do in these assays?
KOR beta-arrestin-1: 32%; NOD1 NF-kB reporter: -8%; GPR55 activation: -0.2%; KOR beta-arrestin-2: -1.4%; HIV fusion peptide: -2.1%; SV40 large T antigen: 25%; GPR55 antagonists: 15%; NOD2 inhibition: 42%; MgcRacGAP inhibition: 13%

How did Cn1cnnc1Sc1cc(N2CCN(S(=O)(=O)c3ccc4ccccc4c3)CC2)ccc1[N+](=O)[O-] do in these assays?
KOR beta-arrestin-1: 23%; NOD1 NF-kB reporter: -15%; GPR55 activation: -0.1%; KOR beta-arrestin-2: 0.0%; HIV fusion peptide: 0.3%; SV40 large T antigen: 1%; GPR55 antagonists: -5%; NOD2 inhibition: 29%; MgcRacGAP inhibition: 4%

How did Cc1ccccc1NC(=O)c1snc2c(=O)[nH]cnc12 do in these assays?
KOR beta-arrestin-1: -30%; NOD1 NF-kB reporter: -42%; GPR55 activation: -0.5%; KOR beta-arrestin-2: -4.4%; HIV fusion peptide: -2.5%; SV40 large T antigen: 13%; GPR55 antagonists: 3%; NOD2 inhibition: -13%

Results for Cc1ccc(-c2nc(CS(=O)(=O)CC(=O)NCCCN(Cc3ccccc3)C(C)C)c(C)o2)cc1 ?
KOR beta-arrestin-1: 7%; NOD1 NF-kB reporter: -4%; GPR55 activation: -0.1%; KOR beta-arrestin-2: 2.6%; HIV fusion peptide: -1.0%; SV40 large T antigen: 8%; GPR55 antagonists: 1%; NOD2 inhibition: 18%; MgcRacGAP inhibition: 8%

How did COc1ccccc1-c1nnc(SCC(=O)NCc2cccs2)n1N do in these assays?
KOR beta-arrestin-1: 18%; NOD1 NF-kB reporter: -13%; GPR55 activation: -0.3%; KOR beta-arrestin-2: -2.5%; HIV fusion peptide: -1.8%; SV40 large T antigen: 7%; GPR55 antagonists: 3%; NOD2 inhibition: 17%; MgcRacGAP inhibition: -4%

How did CCOC(=O)C1CCN(c2ccc([N+](=O)[O-])c(C(C)=O)c2)CC1 do in these assays?
KOR beta-arrestin-1: 9%; NOD1 NF-kB reporter: -23%; GPR55 activation: 0.6%; KOR beta-arrestin-2: -2.2%; HIV fusion peptide: 0.1%; SV40 large T antigen: 2%; GPR55 antagonists: 3%; NOD2 inhibition: 8%; MgcRacGAP inhibition: 1%

Results for O=C(COc1ccc(-n2cnnn2)cc1)NC(=O)NCc1ccccc1 ?
KOR beta-arrestin-1: 24%; NOD1 NF-kB reporter: -52%; GPR55 activation: -0.1%; KOR beta-arrestin-2: 2.2%; HIV fusion peptide: 1.3%; SV40 large T antigen: 13%; GPR55 antagonists: 7%; NOD2 inhibition: -36%; MgcRacGAP inhibition: -4%

How did O=C(N/N=C/c1ccc([N+](=O)[O-])cc1)c1cc(C2CC2)[nH]n1 do in these assays?
KOR beta-arrestin-1: -2%; NOD1 NF-kB reporter: -13%; GPR55 activation: 0.1%; KOR beta-arrestin-2: -1.9%; HIV fusion peptide: -2.1%; SV40 large T antigen: 3%; GPR55 antagonists: -6%; NOD2 inhibition: 16%; MgcRacGAP inhibition: 6%

Results for c1ccc(C2=NNC(c3ccccn3)=NN2)nc1 ?
KOR beta-arrestin-1: -35%; NOD1 NF-kB reporter: 1%; GPR55 activation: 0.2%; KOR beta-arrestin-2: -0.1%; HIV fusion peptide: 5.1%; SV40 large T antigen: 2%; GPR55 antagonists: -3%; NOD2 inhibition: -28%; MgcRacGAP inhibition: -8%

Results for CCC(/C=N/Nc1ccc(S(=O)(=O)N2CCCC2)cc1[N+](=O)[O-])CC ?
NOD1 NF-kB reporter: 6%; GPR55 activation: 0.9%; KOR beta-arrestin-2: 0.9%; HIV fusion peptide: 0.3%; SV40 large T antigen: 10%; GPR55 antagonists: 8%; NOD2 inhibition: 14%; MgcRacGAP inhibition: 6%

As a short view, part of the list above.
Results for Cc1ccc(-c2nc(CS(=O)(=O)CC(=O)NCCCN(Cc3ccccc3)C(C)C)c(C)o2)cc1 ?
KOR beta-arrestin-1: 7%; NOD1 NF-kB reporter: -4%; GPR55 activation: -0.1%; KOR beta-arrestin-2: 2.6%; HIV fusion peptide: -1.0%; SV40 large T antigen: 8%; GPR55 antagonists: 1%; NOD2 inhibition: 18%; MgcRacGAP inhibition: 8%

How did COc1ccccc1-c1nnc(SCC(=O)NCc2cccs2)n1N do in these assays?
KOR beta-arrestin-1: 18%; NOD1 NF-kB reporter: -13%; GPR55 activation: -0.3%; KOR beta-arrestin-2: -2.5%; HIV fusion peptide: -1.8%; SV40 large T antigen: 7%; GPR55 antagonists: 3%; NOD2 inhibition: 17%; MgcRacGAP inhibition: -4%

Bioassay records (PubChem BioAssay)
